Source: PubChem (National Center for Advancing Translational Sciences (NCATS))
KB-V1 cytotox: KB-V1 MDR subline cytotoxicity; AID 1347076; Potency, µM (top dose mostly 46.1 µM), for the others: at the top dose activity change, negative = cytotoxicity, actives largely listed as cytotoxic; KB-V1 MDR cells viability, CellTiter-Glo, 72 h; 3.4% of 400,000 active; also: % is scaled to controls: 0 for no effect and ±100 for the full control effect; nearly all actives have a fitted effect of over 60% in size
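Following 72 h at 37 degrees C with compound, KB-V1 cell viability was read by CellTiter-Glo luminescence, medium being phenol-red-free DMEM plus 10% FBS; concentration-response parameters came from normalized, curve-fitted qHTS data.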
GLP-1R agonist: GLP-1 receptor (human) agonism; P43220; Potency, µM (doses to about 45.6 µM), inactives show at the highest dose activation, most hits filed as activators; HEK293 GLP-1R CRE-luciferase, luminescence, 4-6 h; cells express a hypersensitive GLP-1R form; 0.007% of 380,000 active; also: % of control where 0% means no effect
Target sequence (P43220 whole entry, looked up): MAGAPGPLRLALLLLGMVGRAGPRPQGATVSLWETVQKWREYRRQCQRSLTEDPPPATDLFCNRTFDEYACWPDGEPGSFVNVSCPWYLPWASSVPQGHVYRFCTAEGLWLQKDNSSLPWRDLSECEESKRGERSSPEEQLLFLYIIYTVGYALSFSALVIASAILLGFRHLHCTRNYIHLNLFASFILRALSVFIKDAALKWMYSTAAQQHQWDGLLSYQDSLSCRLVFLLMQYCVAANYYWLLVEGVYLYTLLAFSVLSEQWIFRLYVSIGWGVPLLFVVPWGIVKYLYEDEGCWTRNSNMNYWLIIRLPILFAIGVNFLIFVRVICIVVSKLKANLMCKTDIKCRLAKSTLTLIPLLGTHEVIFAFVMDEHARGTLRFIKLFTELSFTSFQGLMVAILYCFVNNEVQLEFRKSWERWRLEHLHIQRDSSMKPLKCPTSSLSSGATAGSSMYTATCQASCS
TDP43 rescue: TDP-43 toxicity inhibition in yeast | TDP-43 expressing yeast growth rescue, BacTiter-Glo, 24 h | Potency, µM (highest dose often 46.1 µM), for inactives: top-dose growth rescue (activation), usual class: activators | 1.8% of 410,000 active | AID 652104; also: % of control where 0% means no effect; nearly all actives have a fitted effect of over 50% in size
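Galactose-induced TDP-43 yeast, OD600=0.02, compound pinned; 24 hr, 30 deg C; BacTiter-Glo luminescence for growth. Inhibitors of TDP-43 toxicity read as activators.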
GLP1R inv ag: GLP-1 receptor (human) inverse agonism; P43220; HEK293 GLP-1R CRE-luciferase, luminescence, 24 h; GLP-1R form is constitutively active; Potency, µM (top dose mostly 38.3 µM), for inactives: top-dose activity change, negative = inhibition, hits mostly inhibitors; 1.6% of 410,000 active; also: % is scaled to controls: 0 for no effect and ±100 for the full control effect; nearly all actives have a fitted effect of over 55% in size
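Constitutively active GLP-1R drives a cAMP-responsive luciferase in stably transfected HEK293 cells; test compounds are added after overnight (12 h) attachment and left 24 hr, and signal loss in luminescence marks inhibition.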
KB-3-1 tox: kills parental KB-3-1 adenocarcinoma cells | KB-3-1 viability, CellTiter-Glo ATP luminescence, 72 h | Potency, µM (titrated, usually from 46.1 µM), for the others: at the highest dose activity change, negative = cytotoxic, usual class: cytotoxic | 1.4% of 400,000 active | AID 1347075; also: % is scaled to controls: 0 for no effect and ±100 for the full control effect; nearly all actives have a fitted effect of over 60% in size
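KB-3-1 cells, DMEM (no phenol red) + 10% FBS; compound by pin transfer, 72 h, 37 °C. Readout: CellTiter-Glo luminescence after 10 min. Data normalized, curve-fitted.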
SW480 rerep: induces DNA re-replication in SW480 colon adenocarcinoma cells. SW480 DNA re-replication, Hoechst DNA content imaging, 48 h. Potency, µM (series often up to 46.1 µM), for the others: at the highest dose re-replication activation, actives largely listed as activators. 1.8% of 340,000 active; also: % of control where 0% means no effect; nearly all actives have a fitted effect of over 55% in size
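250 cells/well; 23 nL cpd via pin tool; 48 hr, 37 C, 5% CO2; Hoechst 40 min; imager read of total nuclear intensity, ex 405/em 500-530 nm.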
HEK293 tox: cytotoxic in the GLP-1 receptor inverse agonist counter-screen. HEK293 cAMP-luciferase reporter cells, luminescence, 24 h. Potency, µM (highest dose often 38.3 µM), inactives show top-dose activity change, negative = inhibition, hits mostly inhibitors. 0.13% of 410,000 active;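 also: loss of luciferase light is scored as toxicity; % is scaled to controls: 0 for no effect and ±100 for the full control effect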
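1536-well qHTS counterscreen of the MLSMR; 200 cells/uL, 12 h pre-incubation, 23 nL cpd, 24 h at 37 deg C 5% CO2, luciferase detection reagent, 12 min RT, luminescence. Inhibition = undesired.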
HT1080-NT tox: kills 2HG-producing HT-1080-NT fibrosarcoma cells | HT-1080-NT fibrosarcoma viability, CellTiter-Glo ATP luminescence, 48 h | Potency, µM (series often up to 46.1 µM), without a hit: top-dose activity, negative = less viability, hits mostly cytotoxic | 1.6% of 360,000 active;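 also: NT is the 2HG producing partner of a matched IDH1 knockdown line; 0% = DMSO-treated cells and -100% = media-only wells without cells; nearly all actives have a fitted effect of over 55% in size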
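750 cells/well, RPMI + 5% FBS; 2 h settle, compound pin-transfer, 48 h at 37 degrees C. CellTiter-Glo 10 min RT, luminescence. Normalized to DMSO and media-only wells.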
HT1080 IDH1KD tx: HT-1080 IDH1 knockdown cell toxicity (counter line); HT-1080 IDH1 knockdown viability, ATP luminescence, 48 h; Potency, µM (highest dose often 46.1 µM), for the others: at the top dose activity, negative = toxicity, most hits filed as cytotoxic; 2% of 360,000 active; AID 686971;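 also: 0% = DMSO wells and -100% = cell-free medium wells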
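% activity derives from luminescence (CellTiter-Glo), normalised to DMSO and no-cell wells. HT-1080-IDH1KD cells, 750/well, had 48 h compound exposure at 37 °C.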
Starred values were filed as active, the others as inactive; ? = inconclusive; . = not tested or not shown; [ ] = dose if it differs, or a comment. Calls follow the shape of the dose curve; as a rule, active = well fitted curve in the direction sought with a large enough effect; inconclusive = small, poorly fitted or top-dose-only effect, or another doubt; inactive = no such curve, though single readings can be large; an effect the other way counts as inactive or inconclusive. Potency is read from the fitted curve at half-maximal effect.

cpd	compound	TDP43 rescue	GLP1R inv ag	SW480 rerep	HT1080 IDH1KD tx	KB-V1 cytotox
1	CC(C)(C)c1ccc(OCC(=O)N2CCN(c3ccccn3)CC2)cc1	2.1%	?	?	-5.6%	11.5%
2	COc1ccc(NC(=O)Cn2c(=O)n(Cc3ccco3)c(=O)c3cc(OC)c(OC)cc32)cc1	19.7%	-18.6%	.	.	?
3	Cc1ccc(C(=O)C[n+]2cc(Br)cc(Br)c2)cc1	-0.9%	4.8%	-5.4%	-8.2%	?
4	CC1Oc2ccccc2N(Cc2ccc(F)cc2)C1=O (centres undefined)	27.4%	?	-2.6%	-0.4%	2.7%
5	Fc1cccc(Cc2c(-c3cccc(Br)c3)nc3ccc(Cl)cn23)c1	25.1µM*	?	.	-25.0%	3.3%
6	NC(=O)c1ccc(N2CCN(S(=O)(=O)c3cccs3)CC2)c([N+](=O)[O-])c1	5.7%	2.7%	-2.2%	-11.6%	-29.3%
7	COc1cc(OC)c(CN2CCCN(C)CC2)cc1Br	7.2%	-22.1%	-3.2%	4.9%	24.8%
8	O=C(COC(=O)c1ccc2ccccc2n1)Nc1cccc(S(=O)(=O)NC2=NCCCCC2)c1	-14.8%	-4.3%	-14.0%	-5.7%	10.3%
9	Cc1ccc(S(=O)(=O)N2CCN(C(=O)COC(=O)COc3ccccc3C(C)C)CC2)c(C)c1	-7.0%	5.0%	?	-2.6%	-8.5%
10	Cn1c2ccccc2c(=O)c2c(=O)n(-c3ccc(F)cc3)c(C3CCCCC3)nc21	-23.7%	?	?	-2.1%	-16.5%

cpd	HEK293 tox	GLP-1R agonist	HT1080-NT tox	KB-3-1 tox
1	7.5%	-4.5%	-5.3%	5.9%
2	-24.5%	-4.1%	.	-15.8%
3	-11.5%	-0.4%	?	-3.6%
4	-5.7%	9.2%	9.7%	-2.7%
5	-22.4%	18.2%	-13.3%	-0.3%
6	-22.1%	19.0%	-4.7%	?
7	3.2%	-1.1%	3.0%	-1.8%
8	2.7%	1.1%	-8.3%	-0.1%
9	3.5%	-4.1%	0.4%	-9.8%
10	15.0%	-4.9%	20.1%	-2.2%

Next part
cpd	compound	TDP43 rescue	GLP1R inv ag	SW480 rerep	HT1080 IDH1KD tx	KB-V1 cytotox
11	O=C(CCCCCn1c(=S)[nH]c2ccccc2c1=O)N1CCOCC1	4.9%	0.0%	-15.6%	-7.2%	-26.8%
12	Cc1ccc(N2C(=O)Nc3cc(Cl)c(Cl)cc3N2O)cc1Cl	-8.1%[9.22 µM]	0.7%[7.66 µM]	-1.8%	-0.7%	-15.8%
13	O=C(COc1ccccc1)Nc1c(C(=O)N2CCC(N3CCCCC3)CC2)oc2ccccc12	4.1%	1.9%	7.9%	-4.6%	-5.6%
14	CNC(=O)c1cc(C(=O)c2ccc(F)cc2C(F)(F)F)c[nH]1	5.1%	10.5%	-10.8%	-9.7%	-5.7%
15	Cc1nc(SCc2nc3ccc(Br)cc3[nH]2)c2oc3ccccc3c2n1	.	.	-3.7%	.	3.8%
16	CCOc1ccc(-n2c(=O)c3c(C)c(C)sc3n(CC(=O)NCCc3ccccc3)c2=O)cc1	2.9%	-5.0%	.	.	18.7%
17	C#CCOCCOCCOCCNc1nc(N2CCN(C(=O)C([C@@H](C)CC)n3cc(C(N)CC(C)C)nn3)CC2)nc(N2CCN(C(=O)[C@H](CCC(=O)O)n3cc(C(N)CC(C)C)nn3)CC2)n1 (some centres undefined)	-17.8%	0.8%	1.6%	3.3%	?
18	Cc1ccc(S(=O)(=O)NNC2CC(=O)N(c3ccc(Br)cc3)C2=O)cc1 (centres undefined)	-4.3%	15.6%	-31.8%[inhibitor]	0.6%	-4.5%
19	CCCCNC(=O)C1C(c2ccc(C(F)(F)F)cc2)=Nc2ccccc2N1C(=O)c1ccc2nc(C)[nH]c2c1 (centres undefined)	21.9%	?	.	?	?
20	CN(C)/C=N/S(=O)(=O)c1ccc(Cl)c(Cl)c1	-0.7%	14.6%	-5.6%	5.1%	15.0%

cpd	HEK293 tox	GLP-1R agonist	HT1080-NT tox	KB-3-1 tox
11	5.9%	0.7%	-2.9%	-6.8%
12	-1.6%[7.66 µM]	-0.4%	-11.8%	9.5%
13	-2.9%	-8.8%	-2.1%	-4.4%
14	14.7%	-0.7%	-0.9%	0.2%
15	.	-2.4%	.	0.0%
16	0.3%	.	.	2.0%
17	7.5%	-3.7%	0.9%	18.4%
18	4.7%	-1.0%	-4.6%	-1.3%
19	10.2%	.	?	?
20	0.6%	7.6%	7.9%	0.6%

3 entries out of the list, arranged by length of the SMILES, smallest number first.
cpd	compound	TDP43 rescue	GLP1R inv ag	SW480 rerep	HT1080 IDH1KD tx	KB-V1 cytotox
12	Cc1ccc(N2C(=O)Nc3cc(Cl)c(Cl)cc3N2O)cc1Cl	-8.1%[9.22 µM]	0.7%[7.66 µM]	-1.8%	-0.7%	-15.8%
13	O=C(COc1ccccc1)Nc1c(C(=O)N2CCC(N3CCCCC3)CC2)oc2ccccc12	4.1%	1.9%	7.9%	-4.6%	-5.6%
19	CCCCNC(=O)C1C(c2ccc(C(F)(F)F)cc2)=Nc2ccccc2N1C(=O)c1ccc2nc(C)[nH]c2c1 (centres undefined)	21.9%	?	.	?	?

cpd	HEK293 tox	GLP-1R agonist	HT1080-NT tox	KB-3-1 tox
12	-1.6%[7.66 µM]	-0.4%	-11.8%	9.5%
13	-2.9%	-8.8%	-2.1%	-4.4%
19	10.2%	.	?	?

Remaining list, next part
cpd	compound	TDP43 rescue	GLP1R inv ag	SW480 rerep	HT1080 IDH1KD tx	KB-V1 cytotox
21	COc1ccc(Nc2ccnc3ccccc23)cc1	12.6%	?	-3.2%	-23.0%	?
22	O=c1[nH]c(CSc2ncc(C(F)(F)F)cc2Cl)nc2cc(C(F)(F)F)ccc12	13.9%	17.8%	2.7%	-1.9%	9.3%
23	CC(=O)c1sc(NC(=O)CCCOc2ccccc2C)nc1C	-9.2%	-3.0%	-4.8%	-16.8%	-26.7%
24	O=C1C=C(c2ccccc2Oc2ccccc2)C[C@@H](c2ccc3c(c2)OCO3)C1	0.2%	?	11.6%[9.22 µM]	-4.0%	-12.0%
25	CCN(CCCNC(=O)CSc1cc(=O)n(CC)c2ccccc12)c1cccc(C)c1	-2.0%	?	.	.	?
26	COc1ccc(N2CCN(C(=O)CCCOc3cc(=O)n(C)c4ccccc34)CC2)cc1	22.6%	4.1%	-0.4%	4.1%	8.2µM*
27	Nc1nc(CSc2nnnn2-c2ccccc2)nc(N2CCCc3ccccc32)n1	?	-19.6%	0.5%	-23.3%	?
28	COc1ccc(C)cc1NC(=O)CNC(c1ccccc1)c1ccccc1	12.6%	?	25.2%	11.9%	-1.3%
29	CC(=O)c1cc(CN2CCN(Cc3ccc(C)cc3)C(CCO)C2)cs1 (centres undefined)	-19.2%	-18.9%	2.3%	-6.8%	-8.0%
30	C[N+]1(C2CCC3CCC2C3O)CCCC1 (centres undefined)	7.6%	0.0%	-4.0%	6.6%	-2.3%

cpd	HEK293 tox	GLP-1R agonist	HT1080-NT tox	KB-3-1 tox
21	-5.0%	-23.8%	-15.1%	-6.7%
22	9.3%	4.3%	-3.6%	12.8%
23	-0.5%	1.4%	0.0%	-2.8%
24	25.2%	-7.1%	-13.0%	-21.2%
25	-3.8%	.	.	?
26	-20.0%	7.3%	-4.0%	-7.6%
27	-16.8%	10.4%	?	-21.4%
28	-1.3%	6.0%	-0.9%	-3.1%
29	5.4%	0.8%	-3.8%	0.0%
30	6.2%	-5.9%	4.4%	0.6%

Other compounds:
cpd	compound	TDP43 rescue	GLP1R inv ag	SW480 rerep	HT1080 IDH1KD tx	KB-V1 cytotox
31	Cc1sc2ncn(CC(=O)N(C)c3cccc(C(F)(F)F)c3)c(=O)c2c1S(=O)(=O)N1CCN(c2ncccn2)CC1	18.6%	5.7%	.	.	-2.1%
32	CCOc1ccc2[nH]c(C(=O)N/N=C/c3cccc(OC)c3OC)cc2c1	28.2%	?	9.9%	?	-29.0%
33	COc1cccc(C(NC(C)=O)c2nc(-c3ccccc3OC)cs2)c1 (centres undefined)	13.7%	-12.1%	.	3.3%	-18.7%
34	O=C(Nc1ccccc1C(=O)OCc1cc(=O)n2ccsc2n1)c1ccc(Cl)cc1	4.1%	-2.2%	.	.	0.0%
35	CC(=O)c1cc(-c2ccccc2)n(CC(=O)N2CCC(C)CC2)c1C	-1.0%	?	-9.4%	-0.5%	5.8µM*
36	Cc1c(Cl)cccc1NC(=S)NCCCN(C)C	12.5%	-9.7%	-0.4%	-2.9%	?
37	Oc1ccc(Nc2nc(-c3cccnc3)cs2)cc1	-15.3%	31.0%[activator]	?	-11.5%	?
38	Cc1nc2ccc(S(=O)(=O)NCC(=O)N3CCN(c4ccccn4)CC3)cc2s1	-3.8%	4.4%	-33.0%[inhibitor]	1.9%	-11.0%
39	Cn1c(NCc2ccccc2)nc2c1c(=O)n(Cc1ccc(Br)cc1)c(=O)n2C	-5.3%	?	-3.3%[9.22 µM]	?	-3.6%
40	CC1(C)CC(NC(=O)C2CCCCC2)CC(C)(C)N1	-3.3%	-3.9%	-11.5%	4.0%	-4.1%
41	CCCCn1ccnc1C(=O)c1cccc(S(=O)(=O)N2CC(C)CC(C)C2)c1 (centres undefined)	-12.7%	?	?	?	?

cpd	HEK293 tox	GLP-1R agonist	HT1080-NT tox	KB-3-1 tox
31	-4.0%	0.9%	.	-1.6%
32	?	-8.4%	?	?
33	3.6%	10.1%	-1.8%	-0.6%
34	1.3%	.	.	0.5%
35	-17.0%	-0.5%	20.3%	-6.4%
36	-5.8%	3.4%	-15.5%	1.0%
37	-9.2%	3.4%	-6.1%	?
38	-13.5%	-6.7%	1.3%	0.6%
39	-21.6%	-3.8%	?	-8.6%
40	1.8%	-0.4%	-0.3%	0.1%
41	1.6%	13.8%	?	?
